GLD-1 RNA inh: GLD-1-TGE RNA interaction inhibition (C. elegans); Q17339; purified GLD-1 + fluorescein TGE RNA, fluorescence polarization; 320,000 compounds, 0.44% hits; inhibition, % at 5.96 µM;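 active = percent inhibition above a per-plate cutoff, the plate mean of test compounds plus 3 SD, cut at about 30% in these data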;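 note: 0% = DMSO wells with GLD-1 and probe and 100% = wells lacking GLD-1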
MCL1 BIM primary: disrupts human MCL1 binding to BIM-BH3 peptide; GST-MCL1 / FITC-Bim-BH3 fluorescence polarization; AID 2057; inhibition, % at 10.9 µM; Q07820; 320,000 compounds, 0.68% hits;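 active = inhibition above the mean inhibition of all tested compounds plus 3 SD, set per campaign, cut at about 40% in these data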;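 note: 0% = DMSO wells and 100% = unlabeled Bim-BH3 peptide control; higher means more loss of mP so more displacement of Bim peptide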
PME-1 inh: PME-1 (human) inhibition; recombinant PME-1, FP-Rh probe fluorescence polarization; inhibition, % at 5.9 µM; 320,000 compounds, 0.53% hits; AID 2130;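 active = inhibition above the campaign mean of all compounds plus 3 SD, cut at about 26% in these data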;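 note: competitive labeling of PME-1 active site by serine hydrolase directed probe; 0% = PME-1 with DMSO and 100% = wells lacking PME-1 enzyme; inhibitors block probe labeling so polarization falls and inhibition rises; many of its hits are not listed in these tables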
BCLXL inh: Bcl-xL (human) inhibition. Q07817. GST-Bcl-xL / FITC-Bim BH3 peptide fluorescence polarization. inhibition, % at 10.9 µM. 320,000 compounds, 0.7% hits. AID 2129;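 active = inhibition above the mean of all tested compounds plus 3 SD, cutoff set per campaign, cut at about 30% in these data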;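 note: 0% = DMSO wells and 100% = unlabeled Bim-BH3 peptide competitor; inhibitors lower millipolarization by displacing the labeled peptide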
Target sequence (Q07817 whole entry, looked up): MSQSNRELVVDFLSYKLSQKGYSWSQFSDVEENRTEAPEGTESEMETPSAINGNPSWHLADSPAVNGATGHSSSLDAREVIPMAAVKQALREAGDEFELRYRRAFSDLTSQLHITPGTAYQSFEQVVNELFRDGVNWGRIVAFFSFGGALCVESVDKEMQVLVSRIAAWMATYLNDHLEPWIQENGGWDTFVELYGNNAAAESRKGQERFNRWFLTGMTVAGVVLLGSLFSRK
Efflux pump mplx: blocks antifungal efflux pumps in multiplex yeast assay. inhibition, % at 10 µM. 330,000 compounds, 0.44% hits. S. cerevisiae Candida pump triplex, Nile Red efflux;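 active = plate passing quality check with inhibition over a set limit, or well fluorescence over plate mean plus 4 SD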;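 note: Nile Red retained in pooled yeast measured as flow cytometry median fluorescence; 0% = buffer negative control and 100% = Enniatin B positive control; higher means more Nile Red kept so more efflux inhibition; some compounds called inactive have numbers as strong as hits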
VLA-4 inh: inhibition in a human VLA-4 binding assay; P13612; VLA-4 expressing cells, ligand binding flow cytometry; inhibition, % (about 7 µM as worked out from the volumes in the protocol); 330,000 compounds, 0.2% hits; AID 2557; in the data active = inhibition above about 50%
MEX-5 binding: C. elegans MEX-5 TCR-2 RNA binding activity; MEX-5/FITC-TCR2 RNA binding, fluorescence polarization; hits give low values; Q9XUB2; activity score (negative = inhibition of binding), % at 10 µM; 300,000 compounds, 0.38% hits;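 active = inhibition past about -25% in most replicates, and total fluorescence under double the plate's negative control median, limit read from the data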;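 note: 0% = DMSO and -100% = 5 µM competing unlabeled TCR2 RNA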
Fam108B inh: Fam108B inhibition, counter-screen for RBBP9 inhibitors; recombinant Fam108B, FP-Rh probe fluorescence polarization; inhibition, % at 9.51 µM; 300,000 compounds, 0.33% hits; AID 1947;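 active = inhibition above the screen mean inhibition plus 3 SD, computed separately per campaign, cut at about 18% in these data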;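 note: inhibitors lower polarization as less probe binds the enzyme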
GRK2 inh: blocks RNA aptamer binding to human GRK2; P25098; bead flow cytometry, FAM-aptamer displacement from GRK2; inhibition of aptamer binding, % at 10 µM; 330,000 compounds, 0.59% hits; AID 488847;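 active = inhibition of aptamer binding above 40%, roughly 3 SD of noise, on plates passing a quality check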;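 note: median bead fluorescence of bound FAM aptamer so fluorescent compounds give negative values; no value below 0 was filed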
Target sequence (P25098 whole entry, looked up): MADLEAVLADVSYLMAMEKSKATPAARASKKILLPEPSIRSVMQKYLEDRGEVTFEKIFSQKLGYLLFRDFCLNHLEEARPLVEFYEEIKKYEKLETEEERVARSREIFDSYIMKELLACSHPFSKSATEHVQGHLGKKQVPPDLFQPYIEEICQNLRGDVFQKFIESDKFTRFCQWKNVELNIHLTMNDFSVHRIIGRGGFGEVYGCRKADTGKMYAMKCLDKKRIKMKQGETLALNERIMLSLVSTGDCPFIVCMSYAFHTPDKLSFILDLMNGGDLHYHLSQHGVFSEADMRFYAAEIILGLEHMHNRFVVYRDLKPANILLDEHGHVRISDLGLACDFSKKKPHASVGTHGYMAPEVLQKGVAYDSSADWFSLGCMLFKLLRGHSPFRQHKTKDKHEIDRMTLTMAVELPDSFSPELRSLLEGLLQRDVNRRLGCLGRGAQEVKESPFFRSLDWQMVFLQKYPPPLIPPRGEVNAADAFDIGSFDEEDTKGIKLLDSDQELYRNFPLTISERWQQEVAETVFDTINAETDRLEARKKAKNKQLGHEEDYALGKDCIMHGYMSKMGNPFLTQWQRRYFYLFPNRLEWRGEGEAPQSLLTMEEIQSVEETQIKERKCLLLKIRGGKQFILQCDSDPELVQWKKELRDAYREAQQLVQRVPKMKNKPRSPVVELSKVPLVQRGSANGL
* marks the source's active call; other numbers are inactive results; / = not tested or not shown. This is a subset; rates above refer to the full screens.

SMILES	GLD-1 RNA inh	MCL1 BIM primary	PME-1 inh	BCLXL inh	Efflux pump mplx	VLA-4 inh	MEX-5 binding	Fam108B inh	GRK2 inh
COc1ccc(C2C(C)C3(O)CC(C#N)(C(=O)N3)C2(C#N)C#N)cc1 (stereo not given)	0	6	2	4	0.2	3	-1.4	-6	1
CC(=O)N(c1ccc(Cl)cc1)c1c[nH]c2ccccc12	2	6	-2	5	0.1	10	3.5	-1	0
CCOc1cc(/C=N\Nc2ncc(F)c(N3CCOCC3)n2)ccc1Oc1nc(Cl)ncc1F	10	5	5	8	-0.1	-6	0.8	2	0
COc1ccccc1CCNC(=O)CCn1nc(C)c2c(C)n(-c3ccccc3)nc2c1=O	0	1	0	-1	0.0	7	-3.5	0	2
O=C(NC(=S)NCc1ccccc1)c1cccc([N+](=O)[O-])c1	3	12	7	6	0.0	-4	3.3	0	5
COc1ccccc1CNC(=O)CCNC(=O)Cn1cnc2ccccc2c1=O	6	4	-2	-1	0.1	5	-1.0	-1	0
Cc1ccc(NC(=O)c2ccccc2OCc2c(C)noc2C)cc1S(=O)(=O)N(C)C	1	3	4	4	-0.1	44	/	/	1
C=CCn1c(SCC(=O)NC2CCS(=O)(=O)C2)nc2sc(CC)cc2c1=O (stereo not given)	5	-2	-2	0	0.0	7	1.6	3	0
COc1cc(/C=N/n2c(C)nnc2C)cc(OC)c1OC	2	-2	-6	-2	0.1	-3	-0.2	3	3
COc1cccc(OC)c1C(=O)Nc1cccc(NC(=O)c2cccs2)c1	4	2	-2	3	-0.1	0	-0.8	-1	0
O=S(=O)(Oc1ccccc1)c1cccnc1	0	-1	-6	2	0.0	5	-1.1	-1	0
COc1cc(CC(=O)OCC(=O)N2CCCCC2)cc(OC)c1OC	-2	-1	7	1	0.2	4	1.5	-2	1
Cc1cc(C(=O)Nc2nnc(C3CC3)s2)c(C)s1	-7	-1	-4	3	0.0	7	/	/	0
Cc1ccccc1N=C1NC(=O)CS1	3	2	2	3	0.0	12	-1.5	3	3
COc1ccccc1CCC(=O)Nc1ccc(S(=O)(=O)Nc2cc(C)nc(C)n2)cc1	7	-8	0	-8	0.0	4	-2.7	3	4
Cc1c(Cl)cnc(NC(=O)CSc2nnc(C)n2Cc2ccccc2)c1Cl	2	2	-5	-1	0.2	-6	/	5	1
COc1ccc(C(c2c(C)n(C)n(-c3ccccc3)c2=O)c2c(C)n(C)n(-c3ccccc3)c2=O)cc1O	-5	1	-4	4	0.1	-1	-3.2	4	0
Cc1ccccc1C(=O)c1cccn1CC(=O)NCC(C)c1ccccc1 (stereo not given)	0	-4	-8	1	1.1	1	5.3	7	0
CCN(CC)c1ccc(-c2nn3c(-c4n[nH]c5c4CCC5)nnc3s2)cc1	-1	-9	23	-2	0.1	12	-0.3	-3	0
O=C(CCl)NN1C(=O)NC2(CCCCC2)C1=O	6	-1	7	2	-0.2	1	0.3	-2	3
COC(=O)Oc1ccc(/C=C/C(=O)OC(C)C)cc1OC(=O)OC	3	12	6	6	0.1	14	1.1	-5	0
c1ccc(-n2nnnc2N2CCOCC2)cc1	-17	-3	-2	-3	0.0	7	0.3	2	0
COc1ccccc1CNC(=O)CNC(=O)N1CC(=O)Nc2ccccc21	1	4	5	-2	-0.3	16	-1.9	2	0
CC(C)CNC(=O)c1c(N)n(/N=C/c2ccccn2)c2nc3ccccc3nc12	-5	2	3	4	-0.1	-2	-0.5	0	0
CC(C)c1nn2c(=O)cc(O)nc2s1	3	-3	-7	3	0.0	22	-1.0	-6	2
CC(C)CN(C(=O)c1ccc(=O)n(C)n1)c1c(N)n(Cc2ccccc2)c(=O)[nH]c1=O	9	-4	0	3	-0.1	8	-2.5	1	2
COCCNC(=O)C(c1ccccc1C)N(C(=O)Cn1nnc2ccccc21)c1cccnc1 (stereo not given)	0	6	4	5	0.0	19	2.0	-2	1
CC1C(=O)Nc2ccc(S(=O)(=O)N3CCN(c4cccc(Cl)c4)CC3)cc2NC1=O (stereo not given)	6	-3	-1	-1	-0.1	-8	-0.8	3	0
O=C(O)CC1c2ccccc2CCN1S(=O)(=O)c1ccccc1 (stereo not given)	-4	-4	2	4	-0.1	14	-0.6	-3	0
COc1cccc(NC(=O)N(Cc2cc3cc(C)cc(C)c3[nH]c2=O)CC2COCCO2)c1 (stereo not given)	12	3	0	-1	0.1	-9	-0.5	0	0
CCC(=O)Nc1c(C)cc(C)cc1Cl	5	-2	2	3	-0.2	1	-0.3	0	1
Cc1ccc(-c2nn(-c3ccccc3)cc2CO)o1	1	11	-6	0	0.0	10	-1.5	-1	0
COc1cc(OC)c(C2C(C#N)=C(N)OC3=C2C(=O)CC(C)(C)C3)cc1OC (stereo not given)	-7	-2	7	4	0.1	5	-1.0	-1	2
O=C(NN1C(=O)C2C(C1=O)C1C=CC2C12CC2)c1ccccc1 (stereo not given)	6	9	-3	6	-0.1	-4	-1.1	2	0
CC(C)(C)SC(=O)CC1NS(=O)(=O)OCC1NC(=O)OCC(Cl)(Cl)Cl (stereo not given)	-3	11	-9	3	0.2	-9	-1.3	-4	1
Cn1c(-[n+]2c(-c3ccccc3)cc(-c3ccccc3)cc2-c2ccccc2)nc2cc([N+](=O)[O-])ccc21	-2	-21	-3	-8	0.3	2	0.0	5	0
Cc1ccc(C(=O)c2c(NC(=O)c3ccccc3)sc(C)c2C)cc1	2	12	-7	9	-0.1	12	0.2	-3	0
COc1ccccc1OCCNC(=O)c1ccc(C(C)(C)C)cc1	-3	3	-1	2	0.0	-10	/	2	2
CCC(C)NC(=O)CSc1ccc(NC(C)=O)cc1 (stereo not given)	1	7	0	6	-0.1	-26	0.1	-2	1
CCC1(c2ccccc2)NC(=O)N(CC(=O)c2ccc3c(c2)OCO3)C1=O (stereo not given)	2	-4	-3	-2	-0.2	-20	-1.2	1	1
Cc1cc(CN2CCOCC2)c(O)c(C2(C)CCCCC2)c1	1	-1	-1	0	0.2	-14	0.4	6	0
O=c1c2c([nH]c3ccccc13)CCCCCC2	1	-4	-2	1	-0.1	45	3.2	-3	0
COC(=O)C1=C(C)N(c2ccc(OC)c(OC)c2)C(=O)/C1=C\c1ccco1	1	4	3	3	0.3	8	-2.4	4	2
Cc1ccc(NC(=O)NNC(=O)C2CC(c3cccnc3)=NO2)cc1 (stereo not given)	2	-2	-3	6	-0.1	-4	-0.1	13	0
CCc1sc(NC(=O)C(C)C)nc1-c1ccccc1	-3	3	4	2	-0.3	-2	-0.4	7	0
COc1ccc(NC(=O)N2CCN(c3cccc(C(F)(F)F)c3)CC2)cc1OC	5	-2	3	4	-0.1	-2	-1.1	3	0
O=C(COC(=O)Cc1ccc(Br)cc1)NCC1CCCO1 (stereo not given)	-5	/	/	/	0.2	2	/	/	0
O=C(O)CCCNc1ccc(S(=O)(=O)N2CCCCC2)cc1	4	8	-2	9	0.1	4	-0.5	-3	5
Cc1nnc(NCc2ccncc2)c2ccccc12	1	-5	-8	3	0.0	-2	0.6	-4	0
C/C(=N/NC(=O)c1ccc(Cl)s1)c1ccc(NC(=O)COc2ccc(Cl)cc2)cc1	2	4	-25	3	0.1	-10	-0.6	-21	0
CC(C)NC(=O)COCc1cc(-c2ccc3c(c2)OCO3)on1	-2	-5	1	0	0.6	20	-1.2	1	0
Cc1ccc(-c2nn(CC(=O)NCc3ccccn3)c(=O)c3ccccc23)cc1S(=O)(=O)N(C)C	-8	0	6	1	0.0	13	0.1	-2	0
COc1ccc(S(=O)(=O)Nc2ccc(-c3ccc4nnc(C)n4n3)cc2)c(OC)c1	6	5	-8	5	-0.1	-22	/	/	0
C=C(C)CNC(=S)N=Nc1c(O)[nH]c2ccc([N+](=O)[O-])cc12	3	15	2	21	-0.2	1	-2.4	3	0
CNc1ncc(C(=O)c2ccc(Cl)c(Cl)c2)s1	-1	0	2	1	0.0	6	1.8	-7	1
O=C(CCNS(=O)(=O)c1cccc2nonc12)NC1CCCCCC1	6	0	-1	4	-0.1	7	2.1	-2	0
NS(=O)(=O)c1ccc(CCNC(=O)C(=O)c2c[nH]c3ccccc23)cc1	2	14	-8	4	0.1	-215	0.4	-4	1
COCCn1c(SCC(=O)Nc2cc(OC)ccc2OC)nc2c(c1=O)SC(C)C2 (stereo not given)	5	-4	-9	3	0.0	-7	3.0	2	5
Cc1cc(NC(=O)CSc2nnc(C(C)N(C)C)n2-c2ccc(F)cc2)no1 (stereo not given)	0	-8	7	-4	0.0	8	-1.2	-3	0
CC1CCN(CCCNC(=O)C2CCC(CNS(=O)(=O)c3cccc4nsnc34)CC2)CC1 (stereo not given)	-3	0	2	6	0.0	-32	1.2	1	0

Reprinted at random: 2 records from the list, in no set order.
SMILES	GLD-1 RNA inh	MCL1 BIM primary	PME-1 inh	BCLXL inh	Efflux pump mplx	VLA-4 inh	MEX-5 binding	Fam108B inh	GRK2 inh
Cc1nnc(NCc2ccncc2)c2ccccc12	1	-5	-8	3	0.0	-2	0.6	-4	0
CCc1sc(NC(=O)C(C)C)nc1-c1ccccc1	-3	3	4	2	-0.3	-2	-0.4	7	0

The list continues:
SMILES	GLD-1 RNA inh	MCL1 BIM primary	PME-1 inh	BCLXL inh	Efflux pump mplx	VLA-4 inh	MEX-5 binding	Fam108B inh	GRK2 inh
CCSc1nnc(NC(=O)c2nc(-c3ccccc3)n(-c3ccccc3)n2)s1	2	-1	-14	-3	0.0	12	0.3	2	3
CCN(CC)C(=O)C1CCC(C)(C(=O)O)C1(C)C (stereo not given)	1	0	1	7	-0.1	-3	-1.5	2	4
OCCC1CN(Cc2cnn(-c3ccccc3Cl)c2)CCN1Cc1ccsc1 (stereo not given)	-2	-6	-1	1	-0.1	-5	1.0	2	0
COc1ccc(S(=O)(=O)NCC2CCC(C(=O)NCc3ccc(F)cc3)CC2)cc1 (stereo not given)	0	-4	-7	2	0.0	-3	0.4	2	0
COCCSc1nnc(NC(=O)CS(=O)(=O)c2ccccc2)s1	-2	4	-5	5	0.0	-10	0.0	2	0
Cc1nc(NCCN2CCOCC2)c2nnn(Cc3ccccc3Cl)c2n1	10	1	-1	3	-0.2	3	-1.6	4	0
O=C(c1cccc(Br)c1)N1CCN(C(=O)N2CCOCC2)CC1	-3	1	4	-5	-0.1	-8	1.5	2	0
CCn1c(-c2cc(-c3cc(OC)ccc3OC)nc3ccccc23)n[nH]c1=S	6	-18	0	-8	-0.1	8	-0.5	-1	2
COc1ccc(CCNc2cc(C)nc3c(-c4ccccc4)c(C)nn23)cc1OC	3	1	8	3	0.1	8	-4.2	2	0
CCC(=O)N1N=C(c2ccc(NS(=O)(=O)c3ccc(C)cc3)cc2)CC1c1ccco1 (stereo not given)	5	/	/	/	0.0	-12	/	/	2
COc1ccc(N2CCN(S(=O)(=O)c3cc4c(cc3C)N(C(C)=O)CCO4)CC2)cc1	1	-5	-2	6	0.1	5	-0.6	6	0
COc1ccc(Nc2nc3ccccc3nc2C)cc1	5	0	1	6	0.2	-53	-1.5	-7	3
Cc1n(CC(=O)c2ccc(F)cc2)c2ccccc2[n+]1C	-8	-15	-1	-8	1.3	-4	0.9	-2	0
CCNC(=S)N/N=C/c1c(C)nn(-c2cccc(Cl)c2)c1Cl	0	14	-5	4	0.0	3	-2.8	0	0
O=C(N1CCN(c2ccc(F)cc2)CC1)C12CC3CC(CC(C3)C1)C2	3	7	4	4	0.1	8	0.7	0	1
CC[C@H](C)[C@@H](CN[C@H](C)CNC)NCCC(c1ccccc1)c1ccccc1	3	4	2	3	0.0	8	7.9	0	5

Bioassay records from PubChem BioAssay.
